Screens: PubChem BioAssay, several laboratories
Scp1 inh: blocks human Scp-1 phosphatase activity; Q9GZU7; Recombinant Scp1, phosphopeptide, malachite green phosphate absorbance; inhibition, % at 20 µM; hit rate 0.88% among 340,000;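 active = inhibition above about 50% at 20 µM, limit read from the data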;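 also: plate controls were DMSO wells with enzyme for no effect and wells lacking enzyme for full effect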
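Test system: SCP-1 phosphatase catalytic domain, residues 76-261; measured by: colorimetric phosphate reagent with accelerator and stabiliser, absorbance at 630 nm; timing: enzyme reaction 45 min at room temperature, colour 5 min, stabilisation 30 min; also added: Phosphorylated 17-residue peptide substrate; compound dosing: one concentration, 20 µM, with 1.0% DMSO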
CSN deneddyl inh: blocks human CSN-mediated cullin deneddylation; AID 651999; inhibition, % at 12.5 µM; Purified CSN, SCF-Nedd8-OG deneddylation, fluorescence polarization; hit rate 0.38% among 360,000;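 active = pattern-corrected inhibition above about 35%, with an unprinted fluorescence ratio check between 0.5 and 1.5, limit read from the data, passing the limit was not always enough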;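 also: 0% = enzyme with substrate and 100% = substrate without enzyme; some results filed as inactive read as strong as hits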
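Detection – fluorescence polarization · System – HEK293T-derived human Csn5 enzyme · Controls – substrate-only high control, full reaction low control · Timing – 90 min, room temperature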
DNMT1 block: inhibitors of human DNMT1. inhibition (reported as % activation of signal), % at 10 µM. hit rate 0.83% among 360,000. P26358. DNMT1 molecular beacon, Hinp1I cleavage, fluorescence; in the data active = inhibition above about 50%
Target sequence (P26358 504-1616 limits assumed): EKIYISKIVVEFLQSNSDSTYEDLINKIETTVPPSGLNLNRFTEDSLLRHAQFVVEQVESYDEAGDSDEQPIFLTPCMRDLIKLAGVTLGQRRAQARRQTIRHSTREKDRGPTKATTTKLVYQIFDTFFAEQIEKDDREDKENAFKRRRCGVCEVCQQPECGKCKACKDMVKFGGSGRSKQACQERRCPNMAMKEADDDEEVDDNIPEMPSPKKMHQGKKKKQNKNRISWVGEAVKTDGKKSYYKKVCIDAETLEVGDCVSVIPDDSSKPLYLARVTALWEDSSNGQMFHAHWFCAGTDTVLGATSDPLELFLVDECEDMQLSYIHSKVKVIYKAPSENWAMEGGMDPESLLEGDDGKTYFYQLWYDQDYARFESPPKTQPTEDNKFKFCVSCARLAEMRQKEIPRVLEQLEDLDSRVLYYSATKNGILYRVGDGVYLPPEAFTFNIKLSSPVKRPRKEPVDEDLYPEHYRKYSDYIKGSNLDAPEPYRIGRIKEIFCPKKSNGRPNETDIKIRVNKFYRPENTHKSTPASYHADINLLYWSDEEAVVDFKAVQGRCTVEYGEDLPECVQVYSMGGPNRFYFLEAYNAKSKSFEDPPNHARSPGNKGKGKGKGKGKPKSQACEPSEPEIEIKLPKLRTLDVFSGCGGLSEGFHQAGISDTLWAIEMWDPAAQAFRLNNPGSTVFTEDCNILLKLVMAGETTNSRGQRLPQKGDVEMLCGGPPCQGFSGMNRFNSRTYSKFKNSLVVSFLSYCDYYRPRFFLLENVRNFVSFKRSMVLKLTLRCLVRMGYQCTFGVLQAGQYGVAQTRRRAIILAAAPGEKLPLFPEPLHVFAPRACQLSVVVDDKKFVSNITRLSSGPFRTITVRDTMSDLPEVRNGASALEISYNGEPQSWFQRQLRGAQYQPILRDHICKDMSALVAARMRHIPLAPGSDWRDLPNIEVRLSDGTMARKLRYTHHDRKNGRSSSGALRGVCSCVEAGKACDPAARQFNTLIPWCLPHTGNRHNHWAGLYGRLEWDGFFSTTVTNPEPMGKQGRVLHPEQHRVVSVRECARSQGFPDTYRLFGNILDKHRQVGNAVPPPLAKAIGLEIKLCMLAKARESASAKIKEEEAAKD
Rpn11 inh: blocks the human proteasome subunit Rpn11; human 26S proteasome, Ub4-pepOG fluorescence polarization; 20S core pre-blocked with epoxomicin; calls only at 20 µM; hit rate 0.59% among 360,000; AID 588493;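 active = inhibition at 20 µM, scaled to each plate's controls, above about 33%, limit read from the data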
LMPTP inh: LMPTP (human) inhibition; P24666; recombinant LMPTP-A, OMFP fluorogenic substrate, fluorescence intensity; inhibition, % at 20 µM; hit rate 0.22% among 360,000;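 active = compounds that cut the enzyme signal by at least half of the control window in the single-dose screen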;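 also: plate controls were DMSO wells with enzyme plus substrate for no effect and substrate without enzyme for full effect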
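Test system: LMPTP-A phosphatase enzyme; input: 0.625 nM LMPTP-A final; reagent: OMFP substrate, 400 µM final; compound dosing: 20 µM single dose, 3% DMSO; incubation: 50 min dark incubation at room temperature; measured by: endpoint fluorescence intensity from OMFP dephosphorylation; measure: % inhibition relative to no-enzyme and uninhibited control wells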
MsrA inhibitor: inhibits bovine methionine sulfoxide reductase A. AID 651718. hit rate 0.75% among 360,000. purified bovine MsrA, absorbance read-out. inhibition, % at 15.5 µM; in the data active = inhibition above about 4.5%;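 also: 0% = vehicle wells with enzyme and 100% = reference inhibitor wells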
STEP block: STEP (human) phosphatase inhibition | P54829 | recombinant STEP, OMFP fluorogenic substrate, fluorescence | inhibition, % at 20 µM | hit rate 0.25% among 360,000 | AID 588621;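 active = inhibition at 20 µM, scaled per plate between control wells, above about 37%, limit read from the data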;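 also: 0% = DMSO with enzyme and substrate and 100% = substrate only without enzyme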
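System: isolated STEP enzyme; schedule: 20 min enzyme reaction at room temperature, protected from light; medium: Bis-Tris buffer pH 6.0, 2.5 mM DTT, 0.005% Tween 20; signal: fluorescence, 480/540 nm; dosing: single compound dose of 20 µM, 1% DMSO final; also added: OMFP substrate, 25 µM final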
TbMetRS inhib: blocks T. brucei methionyl-tRNA synthetase activity | purified T. brucei MetRS, ATP depletion, Kinase-Glo luminescence | inhibition, % at 11.9 µM | hit rate 0.4% among 360,000 | AID 624268;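 active = inhibition above a per-plate cutoff of the control wells' mean inhibition plus 3 SD, cut at about 5.5% in these data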;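 also: 0% = DMSO wells median and 100% = median of wells with control inhibitor compound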
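assay system = parasite MetRS enzyme | timing = 15 min preincubation, 2 h reaction, all 25 °C | evaluation = percent inhibition relative to median high and low control wells | medium = HEPES buffer containing pyrophosphatase, BSA, spermine, DTT | compound = single dose, 11.9 µM final nominal, 0.9% final DMSO | detection = Kinase-Glo luminescence, ATP depletion format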
NadD inh: inhibitors of Staphylococcus aureus NadD; purified NadD enzyme, colorimetric absorbance read-out; inhibition, % at 20 µM; hit rate 0.78% among 360,000; in the data active = inhibition above about 26%; also: some compounds past the cut are filed as inactive
SUMO1 PPI mod: alters human SUMO1 binding to SIM partners; P63165; SUMO1 binding to a labelled peptide, TR-FRET, 1 h; inhibition, % at 20 µM; hit rate 0.33% among 360,000; AID 602429; in the data active = inhibition above about 37%
Active calls of the source: *; i = inactive; x = no result given.

SMILES	Scp1 inh	CSN deneddyl inh	DNMT1 block	Rpn11 inh	LMPTP inh	MsrA inhibitor	STEP block	TbMetRS inhib	NadD inh	SUMO1 PPI mod
COc1cccc(CN(C)C(=O)c2cccc(NC(=O)CC3SC(N4CCCCC4)=NC3=O)c2)c1OC (configuration not stated)	-8	-4	-8	i	-0.8	-0.4	0	-0.2	10	2
C[C@H]1CN([C@@H](C)CO)C(=O)c2cc(Br)cnc2O[C@H]1CN(C)C(=O)C1CC1	x	0	0	i	-0.8	-0.6	0	0.7	1	-1
C=CCOC(=O)N1CCC2CC1c1c(-c3ccc(C(F)(F)F)cc3)cccc12 (configuration not stated)	x	-2	10	i	4.0	-1.1	0	-0.2	13	2
O=C(NC1C2CC3CC(C2)CC1C3)C1CC1 (configuration not stated)	-1	1	-4	i	-1.7	0.1	2	0.1	-5	0
Cc1ccc(Oc2nc3c(c(=O)n(C)c(=O)n3C)n2C)cc1C	5	-4	0	i	1.3	0.1	-2	0.1	-6	0
COc1ccc(CCNC(=O)C(=O)NCC2CCCO2)cc1OC (configuration not stated)	-4	7	0	i	0.0	-0.7	2	0.0	1	-3
Cc1ccc(C)c(NC(=O)CSc2nc(N)c(NC(=O)c3cccs3)c(=O)[nH]2)c1	2	-7	-1	i	-3.3	0.9	2	-0.8	-7	4
O=C(CCN1CCCCC1=O)NC1CCCN(Cc2ccc(Cl)cc2)C1 (configuration not stated)	-8	2	1	i	1.4	-0.1	0	0.1	-1	4
CCn1c(=O)oc2cc(NC(=O)CCl)ccc21	-8	0	-2	i	-0.2	-0.4	-1	-0.7	0	2
COCCn1c(Cc2ccccc2)nnc1SCC(=O)NC1CC1	-1	7	0	i	-1.3	-0.2	0	-0.4	9	-4
NS(=O)(=O)c1ccc(NC(=O)COc2ccc(Cl)cc2)cc1	-10	0	-1	i	1.4	0.2	-1	-1.4	-3	1
Brc1cc(Br)c2ncnc(N3CCCCC3)c2c1	2	4	2	i	-0.7	1.5	2	-0.9	1	-12
Cc1cc(OCc2nnc(SCC(=O)OC3CCCCC3)o2)ccc1Cl	-4	-2	-2	i	3.1	1.6	1	-0.9	-3	-2
CCc1nc(CN(C)C(=O)C2CCC(=O)N(Cc3cccc(F)c3)C2)no1 (configuration not stated)	-7	-7	2	i	-0.5	2.7	2	0.1	-7	4
COC(=O)[C@@]1(Cc2ccccc2)[C@H]2C(=O)N(Cc3ccccc3)C(=O)[C@H]2[C@H]2CN=C(SCC(=O)c3ccccc3)N21	7	1	-4	i	2.8	-0.8	6	0.0	12	2

Reprinted from the results shown (3 entries):
SMILES	Scp1 inh	CSN deneddyl inh	DNMT1 block	Rpn11 inh	LMPTP inh	MsrA inhibitor	STEP block	TbMetRS inhib	NadD inh	SUMO1 PPI mod
Cc1cc(OCc2nnc(SCC(=O)OC3CCCCC3)o2)ccc1Cl	-4	-2	-2	i	3.1	1.6	1	-0.9	-3	-2
CCc1nc(CN(C)C(=O)C2CCC(=O)N(Cc3cccc(F)c3)C2)no1 (configuration not stated)	-7	-7	2	i	-0.5	2.7	2	0.1	-7	4
COC(=O)[C@@]1(Cc2ccccc2)[C@H]2C(=O)N(Cc3ccccc3)C(=O)[C@H]2[C@H]2CN=C(SCC(=O)c3ccccc3)N21	7	1	-4	i	2.8	-0.8	6	0.0	12	2

(listing goes on)
SMILES	Scp1 inh	CSN deneddyl inh	DNMT1 block	Rpn11 inh	LMPTP inh	MsrA inhibitor	STEP block	TbMetRS inhib	NadD inh	SUMO1 PPI mod
O=C(NC1CCN(C(=S)NCCc2ccccc2)CC1)C1CCCCC1	-3	12	-5	i	-1.4	2.1	2	-0.4	6	-1
COc1ccccc1/C=C/C(=O)OCC(=O)N1CCCCC1	-5	3	1	i	-0.9	0.3	-3	0.4	-1	-13
O=C(COC(=O)CC1CC2CCC1C2)NC(=O)NCc1ccco1 (configuration not stated)	-7	-1	-3	i	1.0	-1.1	-14	-0.1	0	1
O=c1cc(O)c2ccccc2n1Cc1ccccc1F	-1	3	0	i	-0.8	0.0	7	0.0	-1	3
CCCn1c(-c2ccncc2)n[nH]c1=S	-6	-2	-1	i	-2.0	-0.1	1	-0.1	0	0
O=C(O)c1ccccc1C(=O)c1ccc2c(c1)N(Cc1cccc(F)c1)C(=O)CO2	-2	-1	2	i	1.2	-0.6	2	0.2	-2	1
COc1ccc(Cc2nnc(NC(=O)c3cccc([N+](=O)[O-])c3C)s2)cc1	-10	1	0	i	-1.2	-1.1	0	-0.2	-5	-3
CCOc1ccc(NC(=O)C(C)O)c(NS(=O)(=O)c2ccc(CCNC(C)=O)cc2)c1 (configuration not stated)	-3	2	2	i	-1.2	1.3	-2	0.0	5	1
CN(Cc1ccc(C(F)(F)F)cc1)C(=O)[C@H]1O[C@@H](n2cnc3c(N)ncnc32)[C@H](O)[C@@H]1O	x	0	-1	i	-0.9	0.7	-1	-0.2	-9	-2
Brc1ccc([C@H]2CN3CCSC3=N2)cc1	-11	-8	4	i	-0.9	-0.5	0	-1.0	-1	-4
O=c1cc(CN2CCN(c3ccccc3)CC2)c2c(ccc3ccccc32)o1	-6	0	-8	i	3.9	1.7	4	-1.2	10	-4
COc1ccc(NS(=O)(=O)c2cccc(C(=O)NNC(=O)c3cccn3C)c2)cc1	63*	0	29	i	2.5	1.6	-2	-0.3	4	2
Cc1ccc(N2C(=O)C(Cl)=C(Nc3c(C)n(C)n(-c4ccccc4)c3=O)C2=O)cc1	10	-3	-1	i	-2.9	-0.1	-6	0.1	3	-10
Cc1ccc(Oc2nnc(-c3cccs3)c3ccccc23)cc1	-3	-10	4	i	-0.9	0.9	-1	-0.3	5	-12
COc1ccc(CNC(=O)CN(c2cc(C)cc(C)c2)S(=O)(=O)c2c(C)[nH]c(=O)[nH]c2=O)cc1	5	3	2	i	0.1	1.6	1	0.8	4	0
Cc1cccc(N(CC(=O)NC2CCCC2)C(=O)CS(=O)CC(=O)Nc2ccc3c(c2)OCO3)c1C (configuration not stated)	0	-6	1	i	-0.7	-0.1	-2	-0.6	-4	1
O=C(c1ccc(F)cc1)N1CCN(Cc2ccccc2)CC1	-4	1	0	i	-3.2	1.8	-2	-0.8	0	6
CCOc1ccc(N2C(=O)Nc3ccccc3C2(O)C(=O)NCc2ccc(OC)cc2)cc1 (configuration not stated)	-1	-4	-2	i	-1.5	-1.2	-2	2.7	4	-3
CCN(CC(=O)Nc1ccc(OC)cc1)CC(=O)Nc1ccc(Cl)cc1F	-5	4	1	i	0.2	0.9	-3	0.4	-6	-3
NC(c1csc(Nc2ccc(C(=O)NCCCO)cn2)n1)C1CCCCC1 (configuration not stated)	x	-3	2	i	-0.7	1.8	-2	-0.3	-4	6
CCN(CCNC(=O)Cn1c(=O)sc2ccccc21)c1ccccc1	-1	-2	0	i	-0.8	0.4	-2	-0.5	3	0
COc1ccc(-c2oc(=O)n(C)c2-c2ccc(OC)cc2)cc1	-9	-5	-3	i	0.1	-0.4	2	-1.3	-6	-6
CC1Cc2ccccc2N1C(=O)CSc1nnc2c(n1)[nH]c1ccccc12 (configuration not stated)	6	-5	-7	i	5.4	-0.7	4	0.3	25	3
COc1ccc(C(=O)NC(=S)NNC(=O)[C@H]2C[C@@H]2c2ccccc2)cc1OC	0	-9	15	i	1.4	0.3	1	1.9	12	4
Cc1ccc(C(CNS(=O)(=O)c2ccc(Cl)cc2)N2CCN(C)CC2)cc1 (configuration not stated)	-3	0	0	i	-1.2	-1.2	-3	-0.5	-10	-5
Cc1ccccc1C(=O)O/N=C(\c1ccccc1)c1ccccn1	6	-6	-3	i	-0.7	-0.4	-1	-2.0	2	2
Cc1cccc(CSCCNC(=O)c2ccc(CN3CCOCC3)cc2)c1	0	-1	-4	i	-0.5	-1.2	0	-0.5	-5	0
COc1ccc(NC(=O)c2c(C)oc3c2CCCC3)cc1	-10	-1	-3	i	-0.6	0.2	0	0.3	0	1
O=C(COC(=O)CSc1cccc2cccc(Cl)c12)Nc1ncc(C(F)(F)F)cc1Cl	25	4	9	i	3.4	-0.4	4	-0.7	0	-4
Cn1ncc(Br)c1C(=O)Nc1cccc(C(F)(F)F)c1	-4	1	0	i	1.6	0.3	-3	-0.6	-6	-1
CCCc1nnc(NC(=O)c2oc3ccccc3c2COCC)s1	-1	4	1	i	0.6	2.6	1	-0.3	-4	4
CC(=O)c1ccc(S(=O)(=O)N(C)CC(=O)Nc2cc(C)on2)cc1	5	-6	4	i	2.2	0.5	0	-0.2	2	0
CCN(CC)c1cc(C)c2ccccc2n1	10	0	2	i	-1.1	-0.2	-2	-0.1	15	0
CC(=O)c1ccc(N2CCN(CC(=O)Nc3ccccc3N3CCOCC3)CC2)cc1	-5	-4	-25	i	2.3	4.9*	-4	-0.8	2	0
Cc1cc2c(C)cc(=O)oc2c2c1NCCC2	-3	0	6	i	-0.6	3.9	4	0.1	-1	-4
COc1ccccc1NS(=O)(=O)c1cc(N/C(=N\S(=O)(=O)c2ccccc2)c2ccc(F)cc2)ccc1Cl	-11	0	-9	i	3.3	1.9	-4	-0.5	20	-2
O=C(O)CN1C(=O)/C(=C\c2cc([N+](=O)[O-])ccc2OCc2ccccc2Cl)SC1=S	2	31	19	i	6.1	0.8	14	0.1	15	26
CCOc1ccc(Oc2ccc(NS(=O)(=O)c3cc(C(=O)O)ccc3Cl)cc2)cc1	-13	-4	-6	i	0.1	0.8	0	-0.2	8	7
Cc1nn(CCC(=O)N2CCN(S(=O)(=O)c3ccccc3)CC2)c(C)c1C	-5	-2	1	i	-1.7	-0.8	-3	-0.2	0	-3
CC(=O)C[C@H](O)CC(=O)[C@H]1OC(=O)[C@@H](C)CCCCc2ccccc21	-2	-3	4	i	-1.0	-1.1	-3	-0.3	-3	5
Cc1c(/C=C2\SC(=Nc3cccc(C(=O)O)c3)NC2=O)c2ccccc2n1C	11	9	2	i	-0.4	2.3	1	-0.9	7	0
COCCCNc1nc(N)c([N+](=O)[O-])c(NCc2ccccc2)n1	-4	-3	-1	i	0.4	4.1	-2	-1.2	-1	-9

Among those listed so far, these have two or more sulfur atoms.
SMILES	Scp1 inh	CSN deneddyl inh	DNMT1 block	Rpn11 inh	LMPTP inh	MsrA inhibitor	STEP block	TbMetRS inhib	NadD inh	SUMO1 PPI mod
Cc1ccc(C)c(NC(=O)CSc2nc(N)c(NC(=O)c3cccs3)c(=O)[nH]2)c1	2	-7	-1	i	-3.3	0.9	2	-0.8	-7	4
COc1ccccc1NS(=O)(=O)c1cc(N/C(=N\S(=O)(=O)c2ccccc2)c2ccc(F)cc2)ccc1Cl	-11	0	-9	i	3.3	1.9	-4	-0.5	20	-2
O=C(O)CN1C(=O)/C(=C\c2cc([N+](=O)[O-])ccc2OCc2ccccc2Cl)SC1=S	2	31	19	i	6.1	0.8	14	0.1	15	26

Hits appear at their usual frequency; about 3.9% have a hit in one of these screens.
